Source: PubChem BioAssay (National Center for Advancing Translational Sciences (NCATS))
CCT chaperon mod: changes cytosolic chaperonin activity. purified chaperonin ATPase assay, HTRF ADP detection, 30 min. activity change, % (test concentration not listed), hits read low. actives 0.3% (n = 360,000); in the data active = activity change below about -30%; note: % is set by controls: 0 for no effect and ±100 for the full control effect
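First, chaperonin was dispensed at 40 nM or 20 nM final depending on batch activity. Next, compounds were pinned at 76 uM and ATP added at 10 uM. After 30 min at 37 °C, ADP detection reagents ran 30 min at ambient temperature.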
HepG2 tox: counter-screen for TGF-b inhibitors: cytotoxicity in HepG2 cells; HepG2 CAGA-GFP viability, ATP luminescence, 18 h; actives 0.76% (n = 410,000); Potency, µM (series often up to 46.1 µM), inactives show top-dose activity change, negative = cytotoxicity, most hits filed as cytotoxic; AID 588856; note: potency is the fitted concentration of half-maximal effect; some results filed as inactive show a strong effect at the top dose
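HepG2 CAGA-GFP cells (1000/well, DMEM with 1% FBS) received compound, then TGF-beta at 500 pg/mL final, and were incubated 18 hours at 37 degrees C. Viability was read by CellTiter-Glo luminescence. Media-only wells were set as complete cell-killing and DMSO as no toxicity.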
Nrf2 inh: inhibitors of Nrf2 signaling; actives 2.1% (n = 360,000); Potency, µM (top dose mostly 46 µM), inactives show at the highest dose activity change, negative = inhibition, usual class: inhibitors; A549 ARE-Fluc reporter, luciferase luminescence, 18-24 h; note: potency is the fitted concentration of half-maximal effect; % is set by controls: 0 for no effect and ±100 for the full control effect; nearly all actives have a fitted effect of over 60% in size
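Cells were seeded and rested 2 h, then exposed to compounds for 18-24 h. CellTiter-Fluor was read first as a viability measure. BugLite was added 15 min before the final luminescent read of ARE-luciferase activity in A549 cells.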
ATXN viability: reduces viability in counter-screen for ATXN expression inhibitors. S2 cells (HEK-293 line with an ATXN2-luciferase reporter) viability, CellTiter-Fluor protease fluorescence, 24 h. Potency, µM (doses to about 56.7 µM), hits mostly cytotoxic. actives 0.49% (n = 400,000); note: potency is the fitted concentration of half-maximal effect; nearly all actives have a fitted effect of over 40% in size
Nrf2 ARE act: activates Nrf2 signaling | AREc32 ARE-luciferase reporter (MCF7-derived line), luminescence, 24 h | Potency, µM (highest dose often 46.1 µM), without a hit: at the top dose activation, hits mostly activators | actives 0.31% (n = 410,000); note: potency is the fitted concentration of half-maximal effect; % of control where 0% means no effect; nearly all actives have a fitted effect of over 65% in size
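For detection, Steady-Glo was added and plates sat 30 min at RT; before that, AREc32_Fluc cells grown overnight in OPTI-MEM/5% FBS had been treated with 23 nL compound for 24 hr at 37 deg C.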
TGFb inhibitor: blocks TGF-b signaling; Potency, µM (top dose mostly 46.1 µM), without a hit: top-dose activity, negative = inhibition, actives largely listed as inhibitors; HepG2 CAGA-GFP TGF-b/SMAD3 reporter, GFP fluorescence, 18 h; TGF-beta stimulated, 500 pg/mL final; AID 588855; actives 1.2% (n = 410,000); note: potency is the fitted concentration of half-maximal effect; % is set by controls: 0 for no effect and ±100 for the full control effect; nearly all actives have a fitted effect of over 65% in size
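HEPG2 CAGA-GFP reporter cells (1000/well, DMEM with 1% FBS) received compounds, then recombinant TGF-beta at 500 pg/mL final for 18 hours at 37 degrees C. Per-cell GFP summed per well was normalised to unstimulated and stimulated DMSO controls before curve fitting.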
pAkt inh: blocks phosphorylation of Akt. Neuro2A IGF-stimulated pAkt S473 HTRF, 20 min; hits give low values. activity change, % for hits at 50 µM. actives 0.32% (n = 360,000). AID 651550; in the data active = activity change below about -80%; inconclusive = mostly about -51% to -80%; note: % is set by controls: 0 for no effect and ±100 for the full control effect
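Neuro2A cells (4,500/well, DMEM with 0.5% FBS) were treated with compound at a single 50 µM final concentration, stimulated with 6 nM IGF for 20 min at 37 °C, and lysed. Phospho-Akt Ser473 was read by HTRF as 665/615 ratio ×10^4.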
MmCpn inh: M. maripaludis TRiC chaperonin inhibition | purified Mm-Cpn ATPase, ADP Transcreener TR-FRET | Potency, µM (titrated, usually from 76.9 µM), for inactives: at the top dose activity, negative = inhibition, actives largely listed as inhibitors | actives 0.031% (n = 330,000) | AID 504842; note: potency is the fitted concentration of half-maximal effect; % is set by controls: 0 for no effect and ±100 for the full control effect; nearly all actives have a fitted effect of over 80% in size
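ATP (10 uM final) was added to archaeal chaperonin (25 nM final) after 10 min exposure to test compound at 37°C; after 30 min further incubation, ADP was detected by competitive TR-FRET.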
A549 viability: counter-screen for Nrf2 inhibitors: cytotoxicity in A549 cells; AID 504648; A549 ARE-Fluc cells, CellTiter-Fluor viability, 18-24 h; actives 0.16% (n = 390,000); Potency, µM (doses to about 46 µM), inactives show at the top dose activity change, negative = cytotoxicity, usual class: inhibitors; note: potency is the fitted concentration of half-maximal effect; % is set by controls: 0 for no effect and ±100 for the full control effect
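Cytotoxicity counterscreen: CellTiter-Fluor fluorescence was measured in A549 ARE_Fluc cells after 18-24 h of compound exposure in a concentration series. The subsequent BugLite luminescent read reports ARE-luciferase activity.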
* marks the source's active call; other numbers are inactive results; i = inactive; u = inconclusive; x = not tested or not shown; & = joins results of further samples; ! = not active in a repeat; [ ] = dose if it differs, or a comment. Unless noted, calls come from the whole dose curve; as a rule, active = well fitted curve in the direction sought with a large enough effect; inconclusive = small, poorly fitted or top-dose-only effect, or another doubt; inactive = no such curve, though single readings can be large; an effect the other way counts as inactive or inconclusive.

smiles	CCT chaperon mod	HepG2 tox	Nrf2 inh	ATXN viability	Nrf2 ARE act	TGFb inhibitor	pAkt inh	MmCpn inh	A549 viability
CN=C(Nc1ccc2c(c1)OCO2)SC1CC(=O)N(c2ccccc2)C1=O (stereo unspecified)	-1.6	-1%	-17%	i	-0.2%	18%	i	0%	0%
CN(C)CCCN(C(=O)c1sc2ccccc2c1Cl)c1nc2ccc(F)cc2s1	1.6	-47%	27%	i	15%	-1%	i	-22%	5%
COc1ccccc1N(CC(=O)NCC(C)C)S(=O)(=O)c1cccs1	-1.7	-7%	4%	i	-1.3%	-5%	i	0%	4%
S=c1[nH]nc(COc2ccc(Cl)cc2Cl)n1-c1ccccc1	-1.9	-33%	4%	i	0.3%	-26%	i	1%	11%
CCCCCOC(=O)c1ccc(OC(=O)c2sc3ncn(Cc4cccc(F)c4)c(=O)c3c2C)cc1	x	11%	x	i	2.4%	29%	x	x	13%
CCN(C(=O)CSc1nc(C)nc2sc3c(c12)CCC3)C1CCS(=O)(=O)C1 (stereo unspecified)	-1.6	-10%	u	i	-0.2%	9%	i	1%	3%
O=C(N/N=C/c1ccc(Br)o1)c1ccc2c(c1)OCCO2	-0.8	7%	u	i	-0.3%	11%	i	0%	1%
CCNC(=S)NNC(=O)c1csc(CC)c1	-1.2	-9%	7%	i	3.3%	1%	i	1%	-1%
CC(=O)NC1(c2ccccc2)CCN(c2cc(C)nc(-c3ccccc3)n2)CC1	2.3	-11%	-8%	i	0.3%	u	i	2%	2%
Cc1ccc(-c2cc(-c3ccccc3)no2)cc1	-1.1	-26%	u	i	-0.1%	-8%	i	0%	6%
Cn1c(=O)[nH]c2c(nc(-c3ccc(Cl)cc3)n2C)c1=O	0.2	-1%	4%	i	-0.2%	9%	i	-19%	8%
CCOC(=O)C1CCN(S(=O)(=O)c2cc(-c3onc(C)c3C)ccc2C)CC1	x	-6%	31%	x	0.1%	-14%	x	x	-3%
CCOc1ncccc1C(=O)NCc1ccc(C)cc1	-2.2	-24%	0%	i	17%	3%	i	1%	15%
Cc1ccccc1Cn1nc(C)c(NC(=O)c2nc3n(n2)C(C(F)F)CC(C)N3)c1C (stereo unspecified)	-8.5	2%	-2%	i	-0.2%	u	i	-1%	-3%
CCC(=O)Nc1c(C(=O)N2CCN(c3ccccn3)CC2)cnn1-c1ccc(C)cc1	1.6	4%	-1%	i	-0.6%	0%	i	1%	-1%
CN(c1ccccc1)S(=O)(=O)c1cccc(NC(=O)CCNC(=O)c2ccco2)c1	-2.5	-21%	x	i	-0.1%	-10%	i	x	x
Cc1ccc(C)c(N2CCN(C(=O)c3ccc(Cl)c(NC4=NC5CS(=O)(=O)CC5S4)c3)CC2)c1 (stereo unspecified)	-1.9	-12%	16%	i	-0.4%	-22%	i	1%	3%
COCCn1nnnc1SCC(=O)c1ccc(F)cc1	1.1	7%	24%	i	0.4%	-12%	i	-1%	6%
O=C(CSc1nc2ccccc2c(=O)n1-c1ccc(F)cc1)NCc1ccco1	0.2	2%	x	i	-0.1%	-1%	x	-1%	u
CC(CNS(=O)(=O)c1cc(Cl)ccc1Cl)CN(C)C (stereo unspecified)	0.3	3%	4%	i	0.5%	u	i	2%	-7%
CC(C)c1c(Cl)c(O)c(-c2ccccc2)c(=O)n1-c1ccc(F)cc1	-3.3	-2%	15%	u	-0.5%	-18%	i	-18%	-4%
O=C(CCCC(=O)N(c1ccc2c(c1)OCCO2)C(C(=O)NC1CCCCC1)c1ccc(F)cc1)Nc1ccccn1 (stereo unspecified)	-2.2	-6%	-12%	i	-0.2%	-9%	i	-1%	-4%
CCC(c1nnnn1Cc1ccccc1)N1CCN(C/C=C/c2ccccc2)CC1 (stereo unspecified)	0.9	1%	x	u	-0.4%	u	i	x	x
CN(C)c1ccc(CNC(=O)C2CCCN(S(=O)(=O)c3ccc4c(ccn4C)c3)C2)cc1 (stereo unspecified)	x	-30%	x	u	5.9%	-22%	x	x	0%
Cc1occc1-c1nnc(SCC(=O)N2CCc3ccccc32)o1	3.2	-32%	11%	i	3.3%	10%	i	2%	-1%
COc1cccc(-c2cnc(C(O)c3ccc(C)cc3)[nH]2)c1 (stereo unspecified)	-0.9	-8%	x	i	-0.6%[9.22 µM]	28%	i	x	x
COc1cccc2c(=O)cc(C)n(CC(=O)Nc3ccccc3C)c12	1.8	-8%	u	i	1.8%	-14%	i	0%	7%
COc1ccc([C@H]2CC(=O)C=C(c3ccc4ccccc4c3)C2)cc1OC	-0.2	-10%	-22%	i	-0.1%	u	i	0%	4%
Cc1ccc(NC(=O)N2CCCc3ccccc32)cc1	-3.0	2%	u	i	4.9%	6%	i	1%	20%
Cc1ccc(N2CC(C(=O)NCCS(=O)(=O)N3CCN(c4ccc(F)cc4)CC3)CC2=O)cc1 (stereo unspecified)	-6.1	1µM*!	3%	i	-0.6%&-0.1%	17%&-2%	i	1%	0%&-5%
Cc1ccccc1OCc1ccc(-c2nc(C#N)c(NCCCN(C)C)o2)o1	x	-60%	14%	x	4.6%	u	x	x	2%
Cc1ccc(OCCCn2cc(C#N)c3ccccc32)cc1	-2.2	-23%	-10%	i	0.1%	-17%	i	-1%	2%
O=C(Nc1cc(Cl)ccc1-n1cncn1)c1ccccc1OC(F)F	1.3	-8%	-2%	i	0.6%	-1%	i	1%	1%
COCCCNC(=O)c1ccc(S(=O)(=O)c2ccc(C)cc2)c(NC(C)=O)c1	-1.2	-4%	3%	i	0.2%	-8%	i	-4%	-2%
C=CCNc1c2c(nc3nnnn13)CCCC2	1.5	26%	11%	i	-0.5%	-2%	i	0%	2%
O=C(CN(c1cccc([N+](=O)[O-])c1)S(=O)(=O)c1ccccc1)N(Cc1ccccc1)Cc1ccccc1	-0.4	-15%	2%	i	-0.6%	0%	i	-2%	-6%
CC(C)(C)c1nc2ccc(Cl)cn2c1CC1CCCCC1	0.8	-16%	x	u	-0.5%	-17%	i	x	x
Cn1c(SCC(=O)Nc2ccc(F)cc2)nnc1C1CC1	-1.1	6%	1%	u	0.5%	-10%	i	-1%	-6%
CCOc1ccc(NC(=O)CNC(=O)COc2ccccc2)cc1	0.7	31%	8%	u	-0.7%[9.22 µM]	15%	i	2%	0%
O=C1C(Cc2ccccc2)Nc2ncnc(N3CCN(c4ccccc4)CC3)c2N1Cc1ccc(Br)cc1 (stereo unspecified)	-1.1&2.0	-2%&-2%	-11%	u	5.9%&6.3%	u	i	0%	-9%
Cc1ccc(C(=O)Nc2ccc(-c3csc(C)n3)cc2)cc1	-6.2	-23%	-26%	i	4.6%	18%	i	-4%	-17%
CN(C(=O)c1cccc(C#N)c1)c1nnc(-c2cnccn2)s1	-1.0	-9%	-19%	i	0.4%	3%	i	2%	-8%
Cc1ccc(C)c(OCC(O)CN2CCC(CN3C(=O)c4cccc5cccc(c45)C3=O)CC2)c1 (stereo unspecified)	0.9	-26%	-20%	x	3.5%	u	i	-8%	1%
CCN(CC)c1cc2nc(C)n(Cc3ccccc3)c(=O)c2cc1NC(=O)C1CC1	1.3	13%	-16%	i	2.1%	3%	i	2%	0%
Nc1nc(NCc2ccc(Cl)c(Cl)c2)c2[nH]cnc2n1	x	-21%&-4%	6%&-2%	x	x	-14%&2%	x	x	6%&1%
Cc1n[nH]c(C)c1S(=O)(=O)N1CCN(C2CCCCC2)CC1	1.4	-3%	x	i	-0.5%	-5%	i	2%	13%
CC1=Nc2ccccc2/C1=C/c1c(C)[nH]c2ccccc12	0.0	-23%	-4%	i	19%	u	i	x	u
COc1ccc(S(=O)(=O)Nc2ccccc2C(=O)N2CCOCC2)cc1OC	-2.2	-8%	10%	i	-0.4%	0%	i	1%	-3%
O=C(Cn1cncn1)N/N=C/c1ccccc1O	-0.3	-21%	3%	i	-1.4%	-31%	i	2%	-10%
Clc1ccccc1OCc1nn[nH]n1	-2.4	0%	-1%	i	-0.4%	-13%	i	2%	-3%
O=C(OCC(=O)N1CCCCCC1)c1ccc([N+](=O)[O-])cc1Cl	-0.7	-1%	4%	i	0.5%	7%	i	0%	6%
O=C1CCCC2=C1C(O)(C(F)(F)F)C(=O)N2Cc1ccccc1 (stereo unspecified)	-5.1	-5%	-6%	i	-0.3%	-1%	i	0%	0%
CCOCC(=O)Nc1ccc(F)c(F)c1	-12	-1%	2%	i	4.0%	-26%	i	x	3%
COc1ccc(S(=O)(=O)N2CCCCCC2)cc1C(=O)N(C)Cc1c(F)cccc1Cl	0.3	-4%	-7%	i	2.5%	-3%	i	0%	-1%
CCCCN1CCC(COC(=O)c2cc(Cl)c(N)c3c2OCCO3)CC1	-2.4	2%	u	i	-1.4%	13%	i	-2%	-3%
O=C(c1cccc(-c2ccccc2F)c1)N1CC[C@@H](N2CCC(O)CC2)[C@H](O)C1	0.7	-15%	4%	i	2.0%	-6%	i	2%	7%
Cc1nc2ccc(S(=O)(=O)Nc3cccc(-c4nc5cccnc5s4)c3)cc2s1	-0.8	-37%	-27%	i	0.3%	u	i	-3%	5%

Three compounds already listed, arranged by molecular weight, rising:
smiles	CCT chaperon mod	HepG2 tox	Nrf2 inh	ATXN viability	Nrf2 ARE act	TGFb inhibitor	pAkt inh	MmCpn inh	A549 viability
Clc1ccccc1OCc1nn[nH]n1	-2.4	0%	-1%	i	-0.4%	-13%	i	2%	-3%
CCOCC(=O)Nc1ccc(F)c(F)c1	-12	-1%	2%	i	4.0%	-26%	i	x	3%
Cc1nc2ccc(S(=O)(=O)Nc3cccc(-c4nc5cccnc5s4)c3)cc2s1	-0.8	-37%	-27%	i	0.3%	u	i	-3%	5%
